# proCasp3 act – procaspase-3 (human) activation | P42574 | recombinant procaspase-3 D3A, Ac-DEVD-pNA absorbance 405 nm | activation, % at 8.5 µM | hit rate 0.11% among 330,000 | AID 463141;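 active = activation above the mean of all tested compounds plus 3 SD, cut at about 21% in these data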;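 also: 0% = DMSO alone and 100% = DMSO wells spiked with extra 5 µM PC-3 D3A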
#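 System: Procaspase-3 D3A mutant. Medium: Zinc-free 300 mM NaCl, 50 mM HEPES, 0.01% Triton X-100. Schedule: 1 h preincubation plus 2 h reaction at 25 °C. Measured by: 405 nm absorbance of p-nitroaniline, reads at 0 and 120 min. Read-out: percent activation relative to control range.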
# RPL19A TOR yeast – modulators of TOR pathway RPL19A-GFP in S. cerevisiae | hit rate 0.3% among 330,000 | AID 2025 | percent response vs DMSO, % at 10 µM | S. cerevisiae RPL19A-GFP strain, flow cytometry, 3 h; stronger effect = lower value;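 active = percent response vs DMSO below 50%; inconclusive = fewer than 70 events counted for the yeast strain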;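 also: median channel GFP fluorescence of the barcoded RPL19A-GFP strain; ratio of sample median GFP to plate DMSO average so 100% = DMSO; lower means less RPL19A-GFP as with rapamycin TOR inhibition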
# proCasp7 act – counter-screen for procaspase-3 activators: activators of human procaspase-7 | P55210 | recombinant procaspase-7, Ac-DEVD-pNA absorbance 405 nm; D23A/D198A/D206A triple mutant, cannot self-cleave; scale: DMSO 0, 5 µM enzyme 100 | activation, % at 8.5 µM | hit rate 0.093% among 330,000 | AID 463210;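 active = percent activation above the screen-wide mean plus 3 SD, cut at about 25% in these data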
#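 Material: Procaspase-7 triple mutant (PC-7 D3A) | Quantity: 2 µM procaspase-7 mutant as dispensed | Reagent: DEVD-pNA substrate | Times: 1 h preincubation, 2 h reaction | Technique: 405 nm absorbance of p-nitroaniline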
# AHR activator – activators of human aryl hydrocarbon receptor. AHR-responsive luciferase reporter cells, luminescence. activation, % at 5 µM. hit rate 2.5% among 320,000; in the data active = activation above about 47%;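 also: 0% = vehicle wells and 100% = reference agonist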
# Target sequence (P35869 whole entry, looked up): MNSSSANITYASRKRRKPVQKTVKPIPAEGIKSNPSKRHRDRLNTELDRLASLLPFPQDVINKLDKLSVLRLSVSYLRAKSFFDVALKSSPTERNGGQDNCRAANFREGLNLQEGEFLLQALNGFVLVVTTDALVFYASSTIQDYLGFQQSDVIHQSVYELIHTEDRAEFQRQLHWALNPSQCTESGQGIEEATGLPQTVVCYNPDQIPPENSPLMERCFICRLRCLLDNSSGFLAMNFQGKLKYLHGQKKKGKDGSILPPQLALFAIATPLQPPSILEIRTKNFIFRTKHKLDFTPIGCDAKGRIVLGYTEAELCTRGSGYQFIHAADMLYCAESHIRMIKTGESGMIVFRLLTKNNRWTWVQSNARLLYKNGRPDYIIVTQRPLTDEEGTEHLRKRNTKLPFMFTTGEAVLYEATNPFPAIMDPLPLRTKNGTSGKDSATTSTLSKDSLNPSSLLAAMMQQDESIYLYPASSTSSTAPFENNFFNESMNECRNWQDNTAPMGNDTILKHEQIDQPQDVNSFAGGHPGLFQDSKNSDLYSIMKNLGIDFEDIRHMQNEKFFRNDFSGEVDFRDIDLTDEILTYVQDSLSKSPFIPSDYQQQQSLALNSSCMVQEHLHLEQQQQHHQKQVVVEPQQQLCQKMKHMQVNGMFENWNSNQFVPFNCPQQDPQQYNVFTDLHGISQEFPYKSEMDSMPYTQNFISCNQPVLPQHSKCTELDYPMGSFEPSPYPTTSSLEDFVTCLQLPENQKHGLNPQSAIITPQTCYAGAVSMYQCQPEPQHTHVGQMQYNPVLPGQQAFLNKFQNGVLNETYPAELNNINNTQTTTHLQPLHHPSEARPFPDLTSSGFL
# MEP2-GFP yeast – yeast TOR pathway MEP2-GFP modulation | S. cerevisiae MEP2-GFP strain, flow cytometry GFP, 3 h; 100% = DMSO control level | AID 2016 | hit rate 0.51% among 330,000 | GFP response vs DMSO, % at 10 µM;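 active = GFP response versus DMSO above a set limit, roughly screen mean plus 3 SD, cut at about 180% in these data; inconclusive = fewer than 70 cells counted for a yeast strain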;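 also: median GFP fluorescence of the barcode-gated MEP2-GFP cells per well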
# AGP1-GFP MLPCN – yeast TOR pathway AGP1-GFP modulation; S. cerevisiae AGP1-GFP multiplex flow cytometry, 3 h; GFP as percent of DMSO wells; GFP response vs DMSO, % at 10 µM; hit rate 0.02% among 320,000; AID 2066;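 active = GFP response relative to DMSO above a set limit, near screen average plus 3 SD, cut at about 150% in these data; inconclusive = fewer than 70 cells counted for the yeast strain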;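 also: median GFP channel fluorescence of the gated AGP1 strain per well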
# CIT2-GFP yeast – modulators of TOR pathway CIT2-GFP in S. cerevisiae; GFP response vs DMSO, % at 10 µM; AID 2029; hit rate 0.065% among 320,000; S. cerevisiae CIT2-GFP strain, flow cytometry, 3 h; 100 means same as DMSO wells;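 active = GFP response relative to DMSO above a set limit, near the screen mean plus 3 SD, cut at about 150% in these data; inconclusive = Fewer than 70 cells measured for a yeast strain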;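 also: ratio of well median GFP fluorescence to mean of DMSO wells on the plate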
# LAP4-GFP MLPCN – alters LAP4-GFP fluorescence in TOR pathway yeast screen; S. cerevisiae LAP4-GFP multiplex, flow cytometry GFP, 3 h; median GFP as percent of DMSO wells; GFP response vs DMSO, % at 10 µM; hit rate 0.34% among 320,000; AID 2023;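 active = GFP response vs DMSO above a set limit, about the screen mean plus 3 SD, cut at about 150% in these data; inconclusive = under 70 cell events counted for the yeast strain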
# * marks the source's active call; other numbers are inactive results; ? = inconclusive; [ ] = dose if it differs, or a comment. No enrichment for hits; 3.5% or so of the library scored in one or more.
SMILES,proCasp3 act,RPL19A TOR yeast,proCasp7 act,AHR activator,MEP2-GFP yeast,AGP1-GFP MLPCN,CIT2-GFP yeast,LAP4-GFP MLPCN
O=C1NC(Cc2ccccc2)c2nc3ccc(Br)cc3c(=O)n2-c2cc(Cl)ccc21 (configuration not stated),7,101,7,3,99,93,106,90
CCCCNC(=O)COC(=O)c1ccc(Cl)c(S(=O)(=O)N2CCCC2)c1,-9,108,7,2,101,110,103,108
Nc1nc(Nc2ccccc2F)nc(N2CCOCC2)c1[N+](=O)[O-],-10,93,-7,5,98,100,92,107
CCCCc1nnc(NC(=O)c2ccc(S(=O)(=O)N3CCOCC3)cc2)s1,4,90,0,1,92,92,90,86
CCOC(=O)C1CCN(CC(O)COC(CC)c2ccccc2)CC1 (configuration not stated),-8,104,3,0,102,103,102,97
N=c1ccn(Cc2ccc([N+](=O)[O-])cc2)cc1,3,92[may fluoresce violet],5,-1,83[may fluoresce violet],92[may fluoresce violet],?,99[may fluoresce violet]
COc1cccc(N(CC(=O)Nc2cccnc2)S(C)(=O)=O)c1,2,100,3,3,104,103,99,97
CC(=O)Nc1ccc(/C(C)=N/NC(=O)C2CC2c2ccccc2)cc1 (configuration not stated),7,112,6,13,98,95,113,83
CCOC(=O)CCNC(=O)CCc1nnc(CCCc2ccccc2)o1,2,106,1,1,107,100,102,92
O=S(=O)(Nc1cccc2c1ccc1cccn12)c1cccs1,8,98,-7,2,105,101,101,96
Cc1cc(C(F)(F)F)nc(SCCN2CCOCC2)c1C#N,-5,99,6,3,111,105,109,105
C[C@]12CCC3C(CC=C4C[C@@H](O)CC[C@@]43C)C1CCC2[C@]1(C)CCC(=O)O1 (some centres not stated),5,105,-7,-1,100,102,102,101
CC(=O)Nc1sc(NC(=O)c2ccc(C)cc2)nc1-c1cccs1,-3,101,4,20,95,103,100,112
COc1ccccc1-n1nc(C(=O)NCc2ccco2)c2ccccc2c1=O,4,98,10,-1,98,100,101,94
Cc1ccccc1C(=O)NNC(=S)NC(=O)c1ccccc1,-10,103,-32,1,103,101,90,113
CC1CN(CCS(=O)(=O)c2cc(Cl)ccc2Cl)CC(C)O1 (configuration not stated),1,103,-13,0,101,104,107,93
COCCNC(=O)CCC(=O)NNc1nc2ccccc2c2nc(-c3ccccc3)nn12,-1,107,-4,60*,103,75,90,99
COc1cccc(OC)c1CNC(=O)CCSCc1ccccc1F,-1,97,-2,7,99,101,93,103
CCn1c(SCC(=O)Nc2nc(C)c(C)s2)nc2cccnc21,0,91,12,52*,103,96,90,95
Cc1cc(C(=O)N/N=C/c2ccc(OC(=O)c3ccccc3Br)cc2)n[nH]1,1,96,2,7,93,90,95,90
COCCn1c(C)cc(C(=O)CSc2cc(C)c3ccccc3n2)c1C,-8,93,-4,35,101,90,85,100
CCCCC1=NN2CCS(=O)(=O)N=C2S1,7,99,7,1,98,104,105,92
O=C(O)C(=O)/C(=C\c1ccc([N+](=O)[O-])cc1)c1ccc2ccccc2n1,-11,101,-2,22,100,106,96,92
CCC(C)(C)C1CCC(NC(=O)N2CCN(c3ccccc3O)CC2)CC1 (configuration not stated),10,107,0,-1,108,104,112,98
Nc1nc(SCC(=O)Nc2cccc(S(=O)(=O)N3CCCCCC3)c2)n[nH]1,0,100,-1,-3,100,103,103,99
COc1ccc(OC)c(N2C(=O)CC(Cc3cc(C)cc(C)c3)C2=O)c1 (configuration not stated),0,96,-3,0,100,97,96,98
O=C(OCCN(CCOC(=O)c1ccncc1)S(=O)(=O)c1cccs1)c1ccncc1,-4,95,7,1,103,93,93,100
CCCCNC(=S)NNC(=O)c1c(C)nc2ccccn12,3,96,-14,1,95,96,93,115
CC(=O)N1c2ccc(S(=O)(=O)N3CCC(C(=O)NC4CCCC(C)C4C)CC3)cc2CC1C (configuration not stated),0,101,6,0,99,101,98,96
Cc1cc(NC(=O)CSc2nc(Cc3ccccc3)c(C)[nH]2)no1,3,101,-7,0,103,100,100,94
CC(C)[C@H](NC(=O)c1ccccc1F)C(=O)NCCc1ccccc1,6,101,4,0,106,99,104,95
CCOc1ccc(NC2OCC(O)C(O)C2O)c([N+](=O)[O-])c1 (configuration not stated),-4,113,2,1,101,114,115,103
CCCn1c(=O)c(C(=O)NCCCc2ccccc2)c(O)c2ccccc21,-5,103,6,3,104,104,103,95
Cc1ccc(NC(=O)c2ccc3ccccc3n2)cc1S(=O)(=O)N(C)C,4,105,-5,8,100,108,112,98
COc1ccc(C=O)cc1Cn1c(C)cc(C)c(C#N)c1=O,5,99,-3,2,102,93,100,93
Cc1cc(N)n(-c2ccc([N+](=O)[O-])cc2)n1,2,98,7,0,100,100,96,104
COc1ccc(C(=O)c2ccc(Br)cc2)c2ccccc12,1,94,0,6,113,86,93,99
COc1ccccc1N1CCN(C(=O)c2cccs2)CC1,-1,104,-4,0,108,105,93,108
COc1ccc(C2(CNC(=O)c3ccc(OC)c([N+](=O)[O-])c3)CCOCC2)cc1OC,-4,91,6,0,95,92,94,91
Cc1ccc(/C=N/NC(=O)Cn2cncn2)cc1,-2,97,1,8,100,97,89,100
C=CCc1ccc(OCC(O)CN2CCN(Cc3ccc(Cl)cc3)CC2)c(OC)c1 (configuration not stated),-1,101,-4,6,95,96,95,92
O=C(Cn1ncc(Cl)c(Cl)c1=O)NC(=O)NC1CCCCC1,-2,94,8,2,95,94,95,98
C=CCn1c(SCC(=O)Nc2ccc(C(=O)O)cc2)nc2sc(C)c(C)c2c1=O,5,95,2,0,97,93,92,96
CCCCc1ccc(NC(=O)Cn2c(=O)c(N3CCCCC3)c(N)n(C)c2=O)cc1,-6,100,-3,1,105,102,111,90
CCCCS(=O)(=O)N1CCCC(C(=O)Nc2ccc(Cl)cn2)C1 (configuration not stated),11,105,-2,0,111,105,103,99

# Next part; the last 2 above are carried over.
SMILES,proCasp3 act,RPL19A TOR yeast,proCasp7 act,AHR activator,MEP2-GFP yeast,AGP1-GFP MLPCN,CIT2-GFP yeast,LAP4-GFP MLPCN
CCCCc1ccc(NC(=O)Cn2c(=O)c(N3CCCCC3)c(N)n(C)c2=O)cc1,-6,100,-3,1,105,102,111,90
CCCCS(=O)(=O)N1CCCC(C(=O)Nc2ccc(Cl)cn2)C1 (configuration not stated),11,105,-2,0,111,105,103,99
c1ccc(Cn2c(-c3ccccc3)c[n+]3c2SCCC3)cc1,7,97,2,-4,107,104,96,103
Cn1c(=O)c2c(nc(CN3CCN(c4ccccc4F)CC3)n2CCCc2ccccc2)n(C)c1=O,6,100,-10,0,100,106,107,97
CCCn1c(SCC(=O)c2cc(OC)ccc2OC)nnc1-c1ccco1,-5,95,-2,12,92,93,96,94
CCOc1ccc(C(F)(F)F)cc1NC(=O)c1ccc(OC)c([N+](=O)[O-])c1,0,97,1,1,110,97,101,108
CS(=O)(=O)c1ccc(Cl)c(NC(=O)COC(=O)CNC(=O)c2sc3ccccc3c2Cl)c1,-6,103,-5,1,104,101,98,103
COc1ccc(C(=S)N2CCCCC2)cc1Br,7,95,8,-1,99,94,88,94
CN(Cc1nccn1C)C(=O)CCc1nnc(CCC2CCCCC2)o1,2,104,11,1,107,99,102,88
CCOC(=O)C1CCCN(CCSc2ccc(C)cc2)C1 (configuration not stated),-1,96,2,1,114,92,96,91
CC(C)CC(=O)Nc1ccc(-c2nnn(CC(=O)NCc3ccco3)n2)cc1,4,100,-1,6,103,101,104,88
CCOC(=O)C1CCN(S(=O)(=O)c2cccc(-c3cn4cccc(C)c4n3)c2)CC1,5,104,-8,3,98,99,107,100
CN(CC(=O)NCCc1ccccc1)S(=O)(=O)c1cccs1,1,103,3,10,130,103,100,97
CCOc1ccc(N=C2NC(=O)S/C2=C\c2ccc(O)cc2)cc1,0,94,5,32,100,103,101,97
COc1ccc(/C=N/NC(=O)c2nnn(-c3nonc3N)c2CN(C)C2CCCCC2)cc1,-4,98,-8,4,99,98,93,92
Cc1ccc(F)cc1NC(=O)CN1C(=O)NC2(CCCc3ccccc32)C1=O (configuration not stated),-4,90,-3,2,89,89,92,94
O=c1cc(-c2ccco2)nc(-c2cccs2)o1,-14,109,-8,1,122,99,114,109
S=c1nc(NCc2cccc(Cl)c2)c2ccccc2[nH]1,-3,107,1,8,107,100,100,97
CC1CN(C(=O)c2cc3cc(Br)ccc3[nH]2)CC(C)O1 (configuration not stated),6,110,-1,28,111,104,104,109
COCCNC(=O)/C(C#N)=C/c1c(N2CCN(C)CC2)nc2ccccn2c1=O,-3,102,-1,18,108,86,106,95
COc1ccc(CCn2cc(C#N)c(=O)[nH]c2=O)cc1OC,2,103,11,0,98,106,102,106
CCOC(=O)CN(C(=O)COc1nc(C)cc(C)c1C#N)c1ccc(Cl)cc1,-8,100,-3,1,102,117,107,126
CN(CC(=O)Nc1cccc(F)c1)C(=O)CCNC(=O)c1ccc(Br)cc1,0,101,-7,24,101,105,102,100

# Grouped by structure: the compounds so far with a CF3 group.
SMILES,proCasp3 act,RPL19A TOR yeast,proCasp7 act,AHR activator,MEP2-GFP yeast,AGP1-GFP MLPCN,CIT2-GFP yeast,LAP4-GFP MLPCN
Cc1cc(C(F)(F)F)nc(SCCN2CCOCC2)c1C#N,-5,99,6,3,111,105,109,105
CCOc1ccc(C(F)(F)F)cc1NC(=O)c1ccc(OC)c([N+](=O)[O-])c1,0,97,1,1,110,97,101,108

# Record cards, as listed above. Order of screens: proCasp3 act | RPL19A TOR yeast | proCasp7 act | AHR activator | MEP2-GFP yeast | AGP1-GFP MLPCN | CIT2-GFP yeast | LAP4-GFP MLPCN
# Shown for COc1cccc(OC)c1CNC(=O)CCSCc1ccccc1F : -1 | 97 | -2 | 7 | 99 | 101 | 93 | 103
# Shown for Cc1cc(C(F)(F)F)nc(SCCN2CCOCC2)c1C#N : -5 | 99 | 6 | 3 | 111 | 105 | 109 | 105
# Shown for CC(=O)N1c2ccc(S(=O)(=O)N3CCC(C(=O)NC4CCCC(C)C4C)CC3)cc2CC1C (configuration not stated) : 0 | 101 | 6 | 0 | 99 | 101 | 98 | 96
# Shown for CCOC(=O)C1CCCN(CCSc2ccc(C)cc2)C1 (configuration not stated) : -1 | 96 | 2 | 1 | 114 | 92 | 96 | 91
# Shown for COCCn1c(C)cc(C(=O)CSc2cc(C)c3ccccc3n2)c1C : -8 | 93 | -4 | 35 | 101 | 90 | 85 | 100

# Screens deposited in PubChem BioAssay by several laboratories.
